Screens: PubChem, Broad Institute
ERp5 inh: inhibitors of ERp5-driven insulin aggregation, primary screen, biochemical, turbidity, absorbance 650 nm, single point. Protein disulfide-isomerase A6 (Homo sapiens), Q15084. 90 min. inhibition, % at 9.99 µM. actives 0.05% (n = 350,000). AID 651711, 2012;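 active = mean replicate inhibition above about 25%, with every replicate also reaching it, limit read from the data, passing the limit was not always enough; inconclusive = only one of those two criteria met; inactive = neither criterion met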
Target sequence (Q15084 whole entry, looked up): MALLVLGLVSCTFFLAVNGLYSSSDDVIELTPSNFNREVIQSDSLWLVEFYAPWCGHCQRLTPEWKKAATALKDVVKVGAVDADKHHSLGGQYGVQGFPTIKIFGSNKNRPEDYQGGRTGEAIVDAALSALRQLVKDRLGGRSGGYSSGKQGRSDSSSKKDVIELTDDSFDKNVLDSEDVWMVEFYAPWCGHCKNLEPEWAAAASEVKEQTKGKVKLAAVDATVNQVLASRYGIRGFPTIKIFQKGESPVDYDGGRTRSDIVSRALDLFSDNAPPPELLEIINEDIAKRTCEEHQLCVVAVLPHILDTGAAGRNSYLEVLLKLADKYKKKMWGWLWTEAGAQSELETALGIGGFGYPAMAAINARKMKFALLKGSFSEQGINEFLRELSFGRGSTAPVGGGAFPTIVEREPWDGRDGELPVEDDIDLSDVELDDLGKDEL
DENV2 CPE rescue: inhibitors of DENV2 cytopathic effect, primary screen, cell-based, plate reader, single concentration. actives 1.7% (n = 350,000). AID 651640, 2012. CPE inhibition, % at 9.99 µM. DENV2-infected cells, cytopathic effect rescue; in the data active = CPE inhibition above about 20%, passing the limit was not always enough; inconclusive = no clear call, values can overlap the other calls; tested in BHK-21 cells;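 note: 0% = median of neutral control wells and 100% = median of positive control wells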
F508del corr: F508del CFTR correction, initial screen, CFBE line, single point; CFBE cells, YFP halide quenching; stimulated with forskolin plus potentiator P3; % fluorescence drop versus neutral controls; activity (quench increase), % at 7.58 µM; actives 0.36% (n = 350,000); AID 720511, 2013;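 active = mean added fluorescence quench of at least 8% versus neutral control, with both replicates also reaching 8%; inconclusive = only one of the mean or replicate conditions met; inactive = mean below 8% and not both replicates reaching 8%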;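 note: cells transiently co-express mutant CFTR-F508del with the halide-sensitive YFP; corrector assay measuring rescue of mutant channel to the surface after 24 h compound exposure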
SIRT5 block: SIRT5 desuccinylase inhibitors, primary screen, biochemical, fluorescence imaging, single point, set 5. NAD-dependent protein deacylase sirtuin-5, mitochondrial (Homo sapiens), Q9NXA8. inhibition, % at 15 µM. actives 1.1% (n = 330,000). Purified SirT5, succinyl-peptide AMC, trypsin-coupled fluorescence; in the data active = inhibition above about 15%; inconclusive = no clear call, values can overlap the other calls
Target sequence (Q9NXA8 whole entry, looked up): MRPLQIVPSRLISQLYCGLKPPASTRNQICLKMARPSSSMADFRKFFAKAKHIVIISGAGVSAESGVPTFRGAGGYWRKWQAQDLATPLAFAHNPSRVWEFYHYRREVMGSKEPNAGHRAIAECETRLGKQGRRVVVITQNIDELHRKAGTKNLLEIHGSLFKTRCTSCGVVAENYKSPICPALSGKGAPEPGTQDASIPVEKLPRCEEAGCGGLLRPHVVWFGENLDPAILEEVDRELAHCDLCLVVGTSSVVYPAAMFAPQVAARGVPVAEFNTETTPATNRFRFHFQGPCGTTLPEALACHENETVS
ERAP1 HTS inh: human ERAP1 aminopeptidase inhibitors, primary screen, biochemical, single point, plate reader; recombinant ERAP1, Leu-AMC fluorescence, 60 min; inhibition, % at 10.7 µM; actives 0.15% (n = 340,000); AID 652197, 2013;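 active = mean replicate inhibition of at least 30%, or all replicates individually reaching that 30% level; inactive = mean below 30% and not every replicate reaching it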;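 note: 0% = neutral control wells and 100% = L-leucinethiol positive control wells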
CASP6 VEID inh: human caspase-6 inhibitors, primary screen, biochemical, VEID-R110 fluorescence, single point, set 2 | P55212 | purified caspase-6, Z-VEID-R110 cleavage fluorescence | AID 686996, 2013 | actives 0.53% (n = 350,000) | inhibition, % at 12.5 µM;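 active = mean inhibition across replicates at least about 35%, with every replicate also reaching that limit, limit read from the data; inconclusive = only one of the two criteria met; inactive = neither criterion met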;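 note: 0% = median of neutral control wells and 100% = no fluorescence left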
Target sequence (P55212 24-179 limits assumed): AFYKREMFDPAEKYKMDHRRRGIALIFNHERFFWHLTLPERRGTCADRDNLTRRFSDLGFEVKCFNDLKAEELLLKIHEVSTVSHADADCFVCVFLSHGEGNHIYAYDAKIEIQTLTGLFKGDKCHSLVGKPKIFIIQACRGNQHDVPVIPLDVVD
Target sequence (P55212 194-293 limits assumed): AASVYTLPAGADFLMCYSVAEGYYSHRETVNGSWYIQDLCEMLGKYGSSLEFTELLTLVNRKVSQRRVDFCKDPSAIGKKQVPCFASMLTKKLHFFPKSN
miR-122 sensor: miR-122 Renilla sensor signal increase in Huh7, primary screen, miR-122 inhibitor project, cell-based, single point, plate reader. Huh7 miR-122 Renilla luciferase sensor, 48 h; neutral wells = 0, positive control = 100. activation (reporter increase), % at 12.5 µM. AID 602342, 2012. actives 0.3% (n = 340,000);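 active = mean replicate activation score at least 90 and every replicate individually at or above 90; inconclusive = only one of the two criteria met; inactive = neither criterion met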;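 note: higher luciferase means less miR-122 activity so hits act as miR-122 inhibitors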
* hit, by the source's call; ? = inconclusive; / = not tested or not shown; [ ] = dose if it differs, or a comment.

SMILES	ERp5 inh	DENV2 CPE rescue	F508del corr	SIRT5 block	ERAP1 HTS inh	CASP6 VEID inh	miR-122 sensor
CCC(=O)N[C@@H]1CC[C@H](CC(=O)NCc2ccc(OC)cc2)O[C@@H]1CO	-2	-3	-0.4	0	-1	1	/
OCC[C@H]1C[C@H](O)[C@@H](O)[C@@]2(Cc3ccccc3CO2)O1	7	-4	-3.1	-1	0	-3	3
CC1(Cc2ccc(OC(F)(F)F)cc2)C(=O)Nc2ccc(OC(F)(F)F)cc21 (stereo not given)	-3	-3	-2.9	14	0	2	1
CC(C(=O)NCc1cccnc1)c1ccc([N+](=O)[O-])cc1 (stereo not given)	-1	0	1.5	3	0	-2	10
CCC(=O)Nc1ccc2c(c1)C(=O)N(C)[C@H]1CC[C@H](CC(=O)NCc3ccc(OC)cc3)O[C@@H]1CO2	2	3	1.5	5	4	6	0[16.7 µM]
C[C@H](CO)N1C[C@H](C)[C@H](CN(C)Cc2ccc(-c3ccccc3)cc2)Oc2ccc(NC(=O)CCCCCC(=O)Nc3ccccc3N)cc2CC1=O	3	2	0.3	-2	3	-2	23[16.7 µM]
COc1cc(C(=O)N2CC(=O)Nc3ccccc32)cc(OC)c1OC	9	-3	-0.7	-3	2	-2	40
C[C@@H]1CCCCO[C@@H](CN(C)S(=O)(=O)c2cn(C)cn2)[C@@H](C)CN([C@@H](C)CO)C(=O)c2cc(NS(=O)(=O)c3cccs3)ccc2O1	2	4	-0.3	-1	0	0	7[16.7 µM]
COc1ccc(C2=Nc3ccccc3N(C(=O)c3ccc4ncccc4c3)C2C(=O)NC(C)(C)C)cc1 (stereo not given)	-6	-10	-0.6	-1	1	3	/
C[n+]1ccc(/C=C/c2cccs2)cc1	2	-1	-1.0	3	53*	-20	-6
[O-][n+]1onc2c1CCc1c-2nn(-c2ccccc2Cl)[n+]1[O-]	-5	0	-2.0	-2	3	82*	/
O=C(NNC(=O)c1ccncc1)Nc1ccc(Cl)cc1	-6	0	8.2*	-7	-9	-1	/
CCCCn1c(N)c(N(CC)C(=O)COc2ccc(C#N)cc2)c(=O)[nH]c1=O	-6	0	5.5	-3	1	0	/
COc1cc(C(=S)N2CCOCC2)ccc1OC(=O)/C=C/c1ccco1	-1	-4	-0.4	/	-1	1	/
Nn1c(Cc2cccc3ccccc23)n[nH]c1=S	1	-2	2.2	-1	5	15	/
Cc1ccc(/C(O)=C2\C(=O)C(=O)N(C)C2c2ccc([N+](=O)[O-])cc2)cc1 (stereo not given)	-1	-5	-1.4	1	-4	2	-6
O=C(Nc1ccc(Nc2ccccc2)cc1)c1ccc(Cl)c([N+](=O)[O-])c1	7	-5	-4.4	4	2	0	/
C[C@@H]1CCCCO[C@@H](CN(C)C(=O)CCCN(C)C)[C@H](C)CN([C@H](C)CO)C(=O)c2cc(NC(=O)CCC(F)(F)F)ccc2O1	-3	-3	-0.6	-15	1	0	4[16.7 µM]
C[C@@H]1CCCCO[C@H](CN(C)C(=O)c2ccccc2)[C@@H](C)CN([C@H](C)CO)C(=O)c2cc(NC(=O)Nc3ccc(C(F)(F)F)cc3)ccc2O1	2	-2	3.4	3	-2	-2	-6[16.7 µM]
CCOc1ccccc1NC(=O)COC(=O)/C=C/c1ccc(OC)c(OC)c1	-3	0	-2.6	-2	-1	-1	/
O=Cc1cn(-c2ccccc2)nc1-c1ccc(F)cc1	-1	-3	0.0	-4	1	-1	-7
N#C/C(=N\Nc1ccccc1[N+](=O)[O-])C(=N)N1CCCCC1	3	-2	-3.2	9	1	1	2
CC1CCN(S(=O)(=O)c2ccc(C(=O)Nc3nnc(C4=COCCO4)o3)cc2)CC1	-1	-3	0.3	-1	7	4	-14
COc1ccc(OC)c(C2CC(=O)NC(SC)=C2C#N)c1 (stereo not given)	-4	-1	-4.4	0	6	-2	-1
O=C(CN1CCCC1)Nc1cccc(Cl)c1	-1	-6	1.0	-4	-1	-2	-1

Later entries:
SMILES	ERp5 inh	DENV2 CPE rescue	F508del corr	SIRT5 block	ERAP1 HTS inh	CASP6 VEID inh	miR-122 sensor
CCOC(=O)CNC(=O)COc1coc(CN2CCN(c3ccc(F)cc3)CC2)cc1=O	-3	-7	2.6	2	-5	4	-1
O=C(NCc1cccnc1)c1ccc(NC(=O)c2ccc([N+](=O)[O-])cc2)cc1	2	0	1.4	-1	-1	0	/
Cc1c(C)c2ccc(OCC(=O)NC(Cc3c[nH]c4ccc(O)cc34)C(=O)O)c(C)c2oc1=O (stereo not given)	6	-12	-1.0	3	3	10	-3
O=S(=O)(Nc1ccc(C(F)(F)F)cc1)c1cccs1	-2	0	0.8	-1	-2	0	3
Cc1ccc(-n2ncc3c2CCCC3NC(=O)c2cnccn2)cc1C (stereo not given)	1	?	1.9	3	-1	0	5
COc1ccc(S(=O)(=O)Nc2ccc3c(c2)C(=O)N([C@H](C)CO)C[C@@H](C)[C@H](CN(C)S(=O)(=O)c2ccc(OC)cc2)O3)cc1	7	-8	3.1	0	-2	1	4[16.7 µM]
CCc1nc2ccccc2c(C(=O)OCC(=O)N2CC(C)OC(C)C2)c1C (stereo not given)	-1	-6	1.5	-1	2	0	-1
O=C(N/N=C/c1cccc2ccccc12)c1n[nH]c2c1CCCC2	-1	5	4.6	13	2	3	19
CC(C)CC#Cc1ccc2c(c1)O[C@H](CN(C)Cc1ccccc1)[C@@H](C)CN([C@@H](C)CO)S2(=O)=O	/	/	0.0	0	/	/	36[16.7 µM]
COc1ccc(C(=O)Cn2c(Cl)nc3c2c(=O)n(C)c(=O)n3C)cc1	2	4	-0.1	-1	/	3	-5
C[C@H]1CN([C@@H](C)CO)S(=O)(=O)c2ccc(C#Cc3ccc(F)cc3)cc2O[C@H]1CN(C)CC1CC1	?	-4	4.3	10	9	0	-2[16.7 µM]
Cc1cccc(NC(=O)c2nc[nH]c2C(=O)NC[C@@H](C)O)c1	6	2	-1.1	0	-2	2	-1
O=C(Cc1ccccc1)N1CC(=O)N2[C@H](CO)[C@@H](c3ccc(-c4cccc(F)c4)cc3)[C@H]2C1	3	-3	-0.5	1	0	-1	/
BrC(/C=C\c1ccccc1)=N/Nc1nc(N2CCOCC2)nc(N2CCOCC2)n1	7	11	-1.5	-7	14	2	/
O=S(=O)(Nc1ccc2c(c1)OCCO2)c1cccc(F)c1	6	4	0.6	0	2	1	/
O=C(Nc1ccc(Cl)cc1)/C(=C/c1cccc(O)c1)c1nc2ccccc2s1	-8	-14	-4.7	-5	-1	-5	/
Cc1cn(CC(=O)NCCc2c[nH]c3ccccc23)c(=O)[nH]c1=O	-4	-6	-4.1	-7	-1	-3	0
O=S(=O)(NC(=S)Nc1ccccc1)c1ccc(F)cc1	6	-2	0.5	1	-2	-2	2
c1ccc(-c2nn3c(Cn4nnc5ccccc54)nnc3s2)cc1	1	-3	4.3	2	0	4	4
O=C(C[C@@H]1C[C@H]2c3cc(NC(=O)NC4CCCC4)ccc3O[C@H]2[C@H](CO)O1)NCc1ccncc1	-4	1	-2.2	-3	-2	-1	-4[16.7 µM]
Cc1cc(C(=O)N2CCN(c3ccccc3O)CC2)c(C)o1	-2	-2	5.2	-4	2	3	/
C[C@H](CO)N1C[C@H](C)[C@@H](CN(C)CC2CC2)Oc2c(NC(=O)C3CCCCC3)cccc2C1=O	3	1	-0.1	2	-2	2	37[16.7 µM]
CN(C)C(=O)CC12CC3CC(C1)CC(CC(=O)N(C)C)(C3)C2	-1	3	-2.2	-1	6	1	/
CO[C@@H](CN(C)C(=O)c1cnccn1)[C@@H](C)CN([C@@H](C)CO)S(=O)(=O)c1ccc(C)cc1	1	-2	2.1	5	-2	1	/
CC(=O)c1cccc(NC(=O)CSc2nc(N3CCCCC3)nc(N3CCCCC3)n2)c1	4	-1	0.0	4	2	-3	-11

Ordered by count of non-hydrogen atoms (low to high): part of the list above.
SMILES	ERp5 inh	DENV2 CPE rescue	F508del corr	SIRT5 block	ERAP1 HTS inh	CASP6 VEID inh	miR-122 sensor
O=S(=O)(Nc1ccc(C(F)(F)F)cc1)c1cccs1	-2	0	0.8	-1	-2	0	3
O=S(=O)(Nc1ccc2c(c1)OCCO2)c1cccc(F)c1	6	4	0.6	0	2	1	/
Cc1cc(C(=O)N2CCN(c3ccccc3O)CC2)c(C)o1	-2	-2	5.2	-4	2	3	/
Cc1cn(CC(=O)NCCc2c[nH]c3ccccc23)c(=O)[nH]c1=O	-4	-6	-4.1	-7	-1	-3	0
COc1ccc(C(=O)Cn2c(Cl)nc3c2c(=O)n(C)c(=O)n3C)cc1	2	4	-0.1	-1	/	3	-5
Cc1ccc(-n2ncc3c2CCCC3NC(=O)c2cnccn2)cc1C (stereo not given)	1	?	1.9	3	-1	0	5
O=C(Nc1ccc(Cl)cc1)/C(=C/c1cccc(O)c1)c1nc2ccccc2s1	-8	-14	-4.7	-5	-1	-5	/
BrC(/C=C\c1ccccc1)=N/Nc1nc(N2CCOCC2)nc(N2CCOCC2)n1	7	11	-1.5	-7	14	2	/
CO[C@@H](CN(C)C(=O)c1cnccn1)[C@@H](C)CN([C@@H](C)CO)S(=O)(=O)c1ccc(C)cc1	1	-2	2.1	5	-2	1	/
O=C(Cc1ccccc1)N1CC(=O)N2[C@H](CO)[C@@H](c3ccc(-c4cccc(F)c4)cc3)[C@H]2C1	3	-3	-0.5	1	0	-1	/
CC(C)CC#Cc1ccc2c(c1)O[C@H](CN(C)Cc1ccccc1)[C@@H](C)CN([C@@H](C)CO)S2(=O)=O	/	/	0.0	0	/	/	36[16.7 µM]
COc1ccc(S(=O)(=O)Nc2ccc3c(c2)C(=O)N([C@H](C)CO)C[C@@H](C)[C@H](CN(C)S(=O)(=O)c2ccc(OC)cc2)O3)cc1	7	-8	3.1	0	-2	1	4[16.7 µM]

Following part.
SMILES	ERp5 inh	DENV2 CPE rescue	F508del corr	SIRT5 block	ERAP1 HTS inh	CASP6 VEID inh	miR-122 sensor
N#C[C@H]1[C@H](c2ccccc2C2=CCCC2)[C@@H](CO)N1C(=O)Cc1ccncc1	4	-1	0.4	0	-1	2	/
Cc1cc(C(=O)Nc2ccc(F)cc2C)cs1	8	?	2.6	-3	-1	1	/
COc1ccc(C2CC(=O)N(CCCN(C)CCc3ccc(OC)c(OC)c3)C2)cc1 (stereo not given)	5	-14	3.0	-2	-2	-2	1
CC(C)(C)n1nc2c(c1NC(=O)c1cc([N+](=O)[O-])ccc1Cl)CS(=O)(=O)C2	2	3	-1.0	-3	2	1	-1
CCc1c(O)nc(SCC(=O)Nc2ccccc2C)n(-c2ccc(C)cc2)c1=O	5	13	-0.9	1	-4	4	-2
Cc1cc(Br)ccc1NC(=O)CN(C)C(=O)CN1C(=O)NC(C)(C2CC2)C1=O (stereo not given)	0	?	0.7	1	-11	1	/
O=C(c1ccc(F)cc1)N1CCCC(c2ccccc2)C1 (stereo not given)	1	8	-0.3	-22	12	0	/
Cc1ccc(C)c(C(=O)COC(=O)c2cc(Cl)nc3ccccc23)c1	2	0	0.2	/	2	1	/
CCCCN1C(=O)C(CC(=O)NC(c2ccccc2)c2ccccc2)CC(C(=O)N(C)C)=C1C (stereo not given)	-2	1	1.5	-7	-3	-2	-3
O=C(CCC(=O)N1CCOc2ccc(Cl)cc21)NCCCN1CCOCC1	-14	-8	-2.5	-3	-2	-1	3
COCC(=O)N1C[C@H](C)[C@@H](OC)CN(C)C(=O)c2cc(NC(=O)Nc3cccc(F)c3)ccc2OC[C@H]1C	2	9	0.1	-7	1	0	/
C[C@@H]1CN([C@H](C)CO)C(=O)c2cccc(NC(=O)C3CCOCC3)c2O[C@@H]1CN(C)Cc1ccc(Oc2ccccc2)cc1	-8	3	0.3	5	6	-2	32[16.7 µM]
